Compound activity deposited in PubChem BioAssay by National Center for Advancing Translational Sciences (NCATS).
BAZ2B inh: blocks human BAZ2B | 360,000 compounds, 4.4% hits | AID 504333 | Potency, µM (top dose mostly 114 µM), for the others: at the highest dose activity change, negative = inhibition, usual class: inhibitors | AlphaScreen BAZ2B-H3K14Ac peptide displacement; further: on the % scale 0 is the no-effect control and ±100 the full control effect; nearly all actives have a fitted effect of over 60% in size
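AlphaScreen luminescence quantifies BAZ2B engagement of H3K14Ac peptide; the protein and biotinylated peptide are both at 50 nM final, buffer PBS pH 7.4 with 0.01% Tween-20, all steps at room temperature.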
POLH inh: DNA polymerase eta (human) inhibition | Q9Y253 | recombinant Pol eta, fluorescent DNA replication assay | Potency, µM (titrated, usually from 114 µM), for the others: at the highest dose activity change, negative = inhibition, usual class: inhibitors | 390,000 compounds, 1.2% hits; further: on the % scale 0 is the no-effect control and ±100 the full control effect
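Fluorescent replication assay: 50 nM final substrate added after a 15 min room-temperature compound preincubation with 10 nM enzyme. Signal taken at 0 min and again at 10 min.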
POLI inh: blocks human DNA polymerase iota activity | Q9UNA4 | Pol iota fluorescent replication assay, 10 min | Potency, µM (series often up to 115 µM), inactives show top-dose activity, negative = inhibition, hits mostly inhibitors | 390,000 compounds, 1% hits | AID 588590
Target sequence (Q9UNA4 whole entry, looked up): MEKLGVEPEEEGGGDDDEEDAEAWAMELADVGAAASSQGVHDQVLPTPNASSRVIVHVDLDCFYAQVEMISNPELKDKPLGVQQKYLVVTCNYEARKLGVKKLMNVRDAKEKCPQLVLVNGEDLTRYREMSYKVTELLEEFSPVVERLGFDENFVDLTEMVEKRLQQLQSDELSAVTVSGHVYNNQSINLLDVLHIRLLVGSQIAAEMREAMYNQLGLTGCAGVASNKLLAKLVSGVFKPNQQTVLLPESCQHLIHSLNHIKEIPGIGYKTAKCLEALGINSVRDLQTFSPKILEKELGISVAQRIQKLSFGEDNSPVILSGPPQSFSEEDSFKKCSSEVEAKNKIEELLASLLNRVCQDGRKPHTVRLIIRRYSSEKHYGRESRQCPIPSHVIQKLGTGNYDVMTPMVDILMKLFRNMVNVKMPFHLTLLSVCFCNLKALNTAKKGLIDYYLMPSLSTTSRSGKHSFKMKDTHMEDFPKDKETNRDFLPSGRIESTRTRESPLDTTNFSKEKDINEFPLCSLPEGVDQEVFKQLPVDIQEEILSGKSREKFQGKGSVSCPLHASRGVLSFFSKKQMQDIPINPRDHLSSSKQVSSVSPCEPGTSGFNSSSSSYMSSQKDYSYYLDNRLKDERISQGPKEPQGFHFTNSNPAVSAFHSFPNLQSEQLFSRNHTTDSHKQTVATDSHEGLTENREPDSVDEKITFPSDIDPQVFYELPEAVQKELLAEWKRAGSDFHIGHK
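Pol iota at 10 nM preincubated 15 min with compounds at room temperature; reaction started with fluorescent substrate, 50 nM final. Fluorescence read kinetically at 0 and 10 min; buffer-only wells as negative control.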
POLB inh: DNA polymerase beta (human) inhibition; 340,000 compounds, 1.3% hits; Pol beta primer extension/strand displacement, fluorescence kinetic; Potency, µM (highest dose often 114 µM), for inactives: at the top dose activity change, negative = inhibition, actives largely listed as inhibitors; P06746; further: on the % scale 0 is the no-effect control and ±100 the full control effect
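Preincubation: enzyme (10 nM) with compound, 15 min, RT. Reaction: substrate added to 50 nM final. Reads: 0 and 10 min. Analysis: normalized, Hill fit.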
G9a block: G9a (human) methyltransferase inhibition; AID 504332; Potency, µM (highest dose often 102 µM), for the others: at the top dose activity, negative = inhibition, usual class: inhibitors; G9a H3K9 monomethylation, AlphaScreen, 2 h; 350,000 compounds, 8.8% hits; Q96KQ7; further: on the % scale 0 is the no-effect control and ±100 the full control effect; nearly all actives have a fitted effect of over 75% in size
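Methyltransferase reactions run at room temperature for 2 h (20 nM enzyme, 500 nM biotin-H3K9 peptide, 20 uM SAM) after a 15 min compound preincubation; product detected by AlphaScreen beads and anti-H3K9me1 antibody.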
BLM inh: blocks DNA unwinding by human BLM helicase. Potency, µM (doses to about 56.1 µM), without a hit: top-dose activity change, negative = inhibition, usual class: inhibitors. 350,000 compounds, 0.2% hits. recombinant BLM DNA unwinding, fluorescence dequenching. P54132;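 further: plate controls were vehicle for no effect and no enzyme for full effect; nearly all actives have a fitted effect of over 35% in size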
JMJD2A Tudor: inhibitors of human JMJD2A Tudor domain. O75164. AlphaScreen JMJD2A-Tudor / H3K4me3 peptide binding. Potency, µM (highest dose often 114 µM), for inactives: at the top dose activity change, negative = inhibition, most hits filed as inhibitors. 390,000 compounds, 4.4% hits. AID 504339; further: on the % scale 0 is the no-effect control and ±100 the full control effect; nearly all actives have a fitted effect of over 50% in size
Pol kappa inh: blocks human DNA polymerase kappa activity. 400,000 compounds, 0.53% hits. AID 588579. Potency, µM (doses to about 107 µM), without a hit: at the highest dose activity, negative = inhibition, hits mostly inhibitors. purified Pol kappa, fluorescent DNA synthesis assay, 10 min; further: on the % scale 0 is the no-effect control and ±100 the full control effect
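10 nM Pol kappa preincubated 15 min at room temperature with compounds, then reaction started with substrate at 50 nM final. Fluorescence read kinetically at 0 and 10 min; buffer-only wells served as negative control.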
APEX1 inh: APE1 (human) endonuclease inhibition. Potency, µM (series often up to 65.8 µM), for inactives: at the highest dose activity change, negative = inhibition, most hits filed as inhibitors. P27695. AID 2517. 350,000 compounds, 0.35% hits. recombinant APE1, TAMRA/BHQ-2 abasic DNA cleavage fluorescence;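 further: plate controls were vehicle for no effect and reference inhibitor for full effect; nearly all actives have a fitted effect of over 55% in size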
Target sequence (P27695 whole entry, looked up): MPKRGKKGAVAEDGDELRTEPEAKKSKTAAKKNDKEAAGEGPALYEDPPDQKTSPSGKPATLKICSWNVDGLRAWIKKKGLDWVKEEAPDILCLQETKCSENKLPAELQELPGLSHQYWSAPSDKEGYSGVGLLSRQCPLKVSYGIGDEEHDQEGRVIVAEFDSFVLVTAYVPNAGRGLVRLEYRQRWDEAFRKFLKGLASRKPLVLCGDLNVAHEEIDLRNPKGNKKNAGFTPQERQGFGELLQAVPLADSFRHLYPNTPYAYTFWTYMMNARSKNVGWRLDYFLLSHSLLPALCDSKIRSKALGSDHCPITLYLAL
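APE1 at 0.75 nM preincubated 15 min at room temperature with compound. Reaction then started with 50 nM double-stranded THF-abasic substrate labelled with TAMRA/BHQ-2, and 525/598 nm fluorescence read kinetically. Activity taken as third-minus-first read difference, normalized to DMSO and NSC13755 controls.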
* = called active by the depositor; ? = inconclusive; . = no result given; & = joins results of further samples; [ ] = dose if it differs, or a comment. The call rests on the fitted dose curve; in most records, active means well fitted curve in the direction sought with a large enough effect; inconclusive means small, poorly fitted or top-dose-only effect, or another doubt; inactive means no such curve, though single readings can be large; an effect the other way counts as inactive or inconclusive. Potency means the concentration at half of the fitted maximal effect. Only part of the results is shown; the hit share may differ from the screen's.

Each structure is followed by: BAZ2B inh, POLH inh, Pol kappa inh, G9a block, POLI inh, APEX1 inh, JMJD2A Tudor, POLB inh, BLM inh
> COc1ccc(NC(=O)C2CSC(C)(C)N2C=O)cc1 (configuration not stated)
→ -16%, -5%, -1%, -38%, 7%, 8%, -3%, -1%, -1%
> CC(O)C(NS(=O)(=O)c1ccc(Cl)cc1)C(=O)OCC(=O)Nc1cccnc1Cl (configuration not stated)
→ 3%, 2%, -13%, 4%, 98%[activator], 5%, -8%, 11%, 3%
> O=C(OCc1c(Cl)cccc1Cl)c1cccnc1Cl
→ 94%[activator], 1%, 1%, 49%[59 µM], -9%, -3%, 108%[activator], 0%, -4%
> CCOC(=O)N1CCN(C(=O)c2ccccc2N(Cc2ccccc2)S(=O)(=O)c2ccc(OC)cc2)CC1
→ -10%, -21%, -10%, 23%[0.501 µM], 125%[activator], -10%, -24%, -17%, -10%
> CCN(CC)c1ccc(NC(=O)c2cc3c(=O)n4cccc(C)c4nc3n2C)c(C)c1
→ 6%, -22%, -3%, 8%[59 µM], 31%[activator], ., 0%, 1%, 1%
> CC(C)N1CCC(N2CCN(C/C=C/c3ccccc3)CC2CCO)CC1 (configuration not stated)
→ -1%, -5%, 1%, -33%, -4%, 3%, -18%, 9%, -1%
> CCCC1Cc2[nH]c(=O)c(C#N)cc2CO1 (configuration not stated)
→ 0%, -1%, 5%, 13%, 48%[activator], -3%, -9%, -10%, -2%
> O=C(O)CNC(=O)c1cccc(C(F)(F)F)c1
→ -22%, -12%, -5%, -24%, -8%, 0%, -9%, 8%, -1%
> COc1ccc(C(=O)NCC(c2cccnc2)N2CCN(c3ccccc3)CC2)cc1OC (configuration not stated)
→ -2%, -7%, -10%, -9%[59 µM], ?, -2%, -22%, 3%, 2%
> Cc1cc(NC(=O)c2cc([N+](=O)[O-])cc([N+](=O)[O-])c2)n(-c2ccccc2)n1
→ -24%, -18%, -6%, -3%[59 µM], 2%, 0%, -13%, -4%, -2%
> CC(=O)Nc1ccc([N+](=O)[O-])cn1
→ 7%, -9%, 1%, ., 5%, -6%, 9%, 5%, 6%
> NS(=O)(=O)c1ccc(-c2ccc(/C=C3\C(=O)Nc4ccccc43)o2)cc1
→ -38%, ., ., ., ., 11%, ., ?, -1%
> Cc1nn(C(=O)c2ccoc2C)c(N)c1-c1ccccc1
→ ?, -12%, 2%, 32µM*, 5%, -4%, -22%, 0%, 0%
> O=C(COC(=O)C1CCN(c2ccc(C(F)(F)F)cn2)CC1)c1ccc(Cl)cc1
→ 31%[activator], -13%, -17%, 36%[activator], 30%[activator], 19%, 37%[activator], ., .
> Cn1ccnc1C(O)c1cc(C(C)(C)C)c(O)c(C(C)(C)C)c1 (configuration not stated)
→ ?, -15%, -3%, 50µM*, 51%[activator], 9%, ?, -4%, -2%
> O=C(NNC(=O)c1ccc(Cl)cc1Cl)c1cnccn1
→ -1%, -13%, 3%, ?, 17%, 0%, -8%, 8%, 4%
> C/C(=N\NC(=O)CSCc1ccc(Cl)cc1)c1ccc2c(c1)OCCO2
→ -9%, -2%, -18%, 28%, 3%, -3%, -27%[57.1 µM], 3%, 3%
> CCOc1ccc(CNS(=O)(=O)c2ccc3c(c2)CCCN3C(C)=O)cc1OC
→ 0%, -8%, -16%[60.1 µM], 19%[59 µM], 17%, ., -10%, -14%, -1%
> CC(=O)Nc1ccc(S(=O)(=O)NCC(=O)OCC(=O)NNC(=O)c2ccccc2)cc1
→ -24%, -4%, 5%, 5%[12.7 µM], -19%, 49%[activator], 15%, ., .
> C=CCn1c(COc2ccccc2)nnc1SCC(=O)O
→ -4%, -12%, 1%, -33%[12.7 µM], -2%, -1%, -27%, -26%, 0%
> COc1ccc(C(=O)NCCS(=O)(=O)NCc2ccccc2)cc1
→ 6%, -10%, 1%, -22%, 9%, 40%, 1%, ., .
> CCOCCCNC(=O)Cc1ccc(OC)c(OC)c1
→ -4%, -8%, -2%, -3%[59 µM], 24%, -4%, -5%[57.1 µM], -24%, -2%
> COC(=O)c1ccc(COc2ccc(-c3nn[nH]n3)cc2)cc1
→ 7%, -5%, -23%, -23%, 20%, -5%, 7%, 6%, -3%
> CC1(C)Cc2ccccc2-c2nnc(-c3ccc(O)cc3)n21
→ 3%, -11%, -8%, -5%[59 µM], 111%[activator], 5%, -9%, 6%, 0%
> COC(=O)c1ccccc1NC(=O)CSc1n[nH]c(-c2ccncc2)n1
→ -17%, -19%, -3%, 31%, 5%, 25%, -9%, 9%, -1%
> COCCCNC(=O)/C=C/c1ccc(Cl)cc1
→ 1%, 2%, -13%[60.1 µM], ?, -1%, 8%, -9%, -14%, -2%
> Cn1nnnc1SCCNCc1ccccc1OCc1ccc(Cl)cc1
→ 1%, -5%, -3%, ?, 100%[activator], 6%, -22%, 8%, 1%
> Cc1ccc(C)c(NC(=O)COC(=O)CNC(=O)c2ccccc2Cl)c1
→ -5%, -15%, -3%, 0%, 48%[activator], 7%, -12%, 48%, -5%
> COc1cc(/C=C2\C(=O)ON=C2c2ccccc2)cc(Br)c1O
→ 40µM*, 45µM*, 2%, 35µM*, ?, 1%, 25µM*, 2%, -4%
> CCOC(=O)CSc1ncnc2c1sc1nc(N3CCOCC3)c3c(c12)CCCC3
→ -19%, -2%, 1%, 9%, 11%, 0%, 26%, -9%, 0%

BAZ2B inh: entries above that show a hit.
molecule	BAZ2B inh	POLH inh	Pol kappa inh	G9a block	POLI inh	JMJD2A Tudor	BLM inh
COc1cc(/C=C2\C(=O)ON=C2c2ccccc2)cc(Br)c1O	40µM*	45µM*	2%	35µM*	?	25µM*	-4%

(listing goes on)
Each structure is followed by: BAZ2B inh, POLH inh, Pol kappa inh, G9a block, POLI inh, APEX1 inh, JMJD2A Tudor, POLB inh, BLM inh
> Cc1ccc(C(C)NC(=O)Cc2cccs2)cc1C (configuration not stated)
→ -20%, -11%, -2%, 69%[activator], ?, 1%, -26%, 0%, -4%
> O=C(O)C[C@H]1c2cc(F)ccc2S(=O)(=O)N1C1CCCC1
→ ., -7%, -14%&11%, ., -16%&25%, ., -22%, ., .
> CCN(CC)C(=O)CN1C(=O)C2(OCC(C)(C)CO2)c2ccccc21
→ -2%, -18%, -2%, 23%[12.7 µM], 9%, 2%, -7%, ., .
> COc1ccc(COc2cc(-c3cccc(OC)c3)nc3ccc(NC(=O)c4ccc(N(C)C)cc4)cc23)cc1
→ -28%, -12%, -15%[60.1 µM], 11%[59 µM], -2%, -11%[50.4 µM], -30%, 1%, -2%&-6%
> CC1=C(C(N)=O)C(c2ccc(C)o2)C(C(N)=O)=C(C)N1
→ 9%, -8%, 5%, ?, -7%, 0%, -12%, -18%, -2%
> CCN(c1ccccc1)S(=O)(=O)c1cc(C(=O)Nc2ccc(F)c(F)c2)ccc1F
→ -1%, -8%, -11%, 43%[activator][59 µM], 7%, -1%, -15%, 2%, -9%
> COc1ccc(S(=O)(=O)c2cnc3ccccc3n2)cc1
→ -10%, -15%, -1%, -3%, 4%, 16%, -8%, 47%[activator], 0%
> CCSc1nnc(CCNC(=O)OC(C)(C)C)o1
→ 6%, -20%, -22%, -6%[59 µM], 1%, 1%, 0%, -1%, -4%
> Cc1cc(-c2n[nH]c(=S)o2)c(C)n1-c1ccccc1
→ ?, -2%, -16%, 4µM*, -10%, -1%, ?, 13%, 0%
> O=C(CCCN1C(=O)C(c2ccccc2)Oc2cccnc21)Nc1ccccc1Cl (configuration not stated)
→ -22%, -13%, -3%, -2%[59 µM], -2%, 68%[activator], -15%, 0%, -1%
> O=C(NCC(=O)N1CCN(c2ccccc2)CC1)c1ccco1
→ -3%, -10%, -7%, 13%, 23%, 4%, -5%, 39%, -2%
> O=c1ccn([C@@H]2O[C@H](CNS(=O)(=O)C3CC3)[C@@H](O)[C@H]2O)c(=O)[nH]1
→ ., -9%, 20%, ., -7%, ., -9%, ., .
> Oc1ccc(Cl)cc1C=Nc1ccc(Br)cc1
→ 9%, -8%, 7%, 7%, 57%[activator], 21%, -6%, 6%, 0%
> C[C@]12CCC(=O)C[C@@H]1CC[C@@H]1[C@@H]2CC[C@]2(C)[C@@H](C(=O)COC(=O)CCC(=O)O)CC[C@@H]12
→ 1%&1%, -5%&-5%, -13%&-1%, 24%&-10%, 24%&1%, 1%&34%, -10%&-5%, -1%&23%, -5%&-1%
> COc1ccc(CCNC(=O)c2c(C)nn(-c3ccccc3)c2Cl)cc1
→ -11%, -16%, -3%, 39%, -6%, 26%, -1%, 29%, -2%
> O=C(CCN1CCN(c2ccccc2)CC1)N/N=C/c1ccccc1O
→ ., -12%, -4%, 30%, 168%[activator], 14%, -19%, 59%, 0%
> CCOC(=O)c1c(-c2ccc(C)cc2)csc1NC(=O)CCN1CCOCC1
→ 32µM*, -12%, -14%, 10µM*, 3%, 7%, 6.3µM*, -27%, -7%
> CCOc1ccc(NC(=O)NC2CC(=O)N(c3ccc(OC)cc3)C2)cc1 (configuration not stated)
→ -2%, -19%, 12%, -2%, -9%, 16%, -9%, 3%, -9%
> Cc1ccccc1-c1cc(C(=O)Nc2sc(C(=O)OC(C)C)c(C)c2C#N)c2ccccc2n1
→ -1%, ?, -13%, 45µM*, -17%, -7%, 56µM*, ?, -12%
> NC(=O)C(Cc1ccccc1)NC(=O)C12CC3CC(CC(C3)C1)C2 (configuration not stated)
→ -1%, -18%, 2%, 1%, 147%[activator], 12%, -1%, -2%, -10%
> O=C(CN1C(=O)NC2(CCc3ccccc32)C1=O)Nc1ccc(N2CCOCC2)cc1 (configuration not stated)
→ -1%, -9%, -11%, 26%[59 µM], -6%, 2%, ?, -2%, -5%
> Cc1ccc(C)c(OCCC(=O)OCC(=O)NCc2ccc(F)cc2)c1
→ -27%, -15%, 1%, ., 28%, 6%, 0%, 34%, -8%
> COc1ccc(NC(=O)NC2(C(=O)N3CCN(C)CC3)CCCCC2)cc1
→ -3%, -8%, 3%, -13%, 92%[activator], 14%, -15%, 8%, -5%
> Cc1ccc(NC(=O)c2ccc3c(c2)NC(=O)c2ccccc2S3)cc1
→ 4%, -19%, 1%, 0%[59 µM], -17%, ., -11%, 12%, -11%
> Cc1ccc(OCC(=O)N2CCc3ccccc32)c([N+](=O)[O-])n1
→ -2%, -6%, -11%, -5%, 51%[activator], 0%, -19%, -8%, -1%
> COc1ccc(-c2cc(=O)c3c(O)cc(O[C@@H]4OC(COC5OC(C)C(O)C(O)[C@@H]5O)C(O)C(O)C4O)cc3o2)cc1 (some centres not stated)
→ ., ., -11%[60.1 µM], -3%[2.33 µM], ., 4%, ., ., 4%
